# ASM inhibitor: human S-ASM enzyme inhibition; P17405; placental ASM, HMU-PC fluorogenic substrate, 60 min; Potency, µM (highest dose often 57.5 µM), for the others: top-dose activity change, negative = inhibition, actives largely listed as inhibitors; actives 0.006% (n = 340,000); AID 504937; further: potency means the concentration at half of the fitted maximal effect
#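 Steps: dispense placental human ASM, pin compound, wait 10 min at room temperature, add HMU-PC0 substrate at 9 uM final, incubate 60 min at 37 °C, add stop solution raising pH to 10, read fluorescence.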
# Mito fusion yeast: mitochondrial division inhibition or fusion activation; S. cerevisiae fusion-defective mutant growth rescue, CellTiterGlo 48 h; Potency, µM (highest dose often 46.1 µM), without a hit: top-dose growth rescue (activation), most hits filed as activators; actives 0.23% (n = 320,000); AID 485298;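 further: potency means the concentration at half of the fitted maximal effect; % of control where 0% means no effect; nearly all actives have a fitted effect of over 45% in size; temperature-sensitive fusion mutants such as fzo1-1 at 37 °C on non-fermentable ethanol glycerol medium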
#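 Temperature-sensitive fusion-defective S. cerevisiae (e.g. fzo1-1, mgm1-5) were grown with compound in YPEG medium (3% ethanol, 3% glycerol) for 48 hours at 37C. Growth rescue was measured as viability by CellTiterGlo luminescence after 10 minutes at ambient.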
# TCR activator: activators of T cell receptors | primary human leukocytes, anti-CD3, IL-2 HTRF, 48 h | Potency, µM (titrated, usually from 9.22 µM), for inactives: at the highest dose activation of IL-2 secretion, usual class: activators | 330,000 tested, under 10 active; further: % of control where 0% means no effect
#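 Primary human leukocytes incubated 48 hr with anti-CD3 beads plus compound, without co-stimulation. Secreted IL-2 measured by HTRF (europium cryptate/d2 anti-IL-2 pair, 320 nm excitation, 665 nm emission).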
# PTAP TSG101 blk: blocks PTAP/TSG101 interaction to inhibit HIV-1 budding. AID 493005. Q99816. 340,000 tested, under 10 active. Fluorescence polarization, FITC-PTAP peptide / Tsg101 binding. Potency, µM (titrated, usually from 115 µM), for the others: at the highest dose activity change, negative = inhibition, actives largely listed as inhibitors; active means well fitted inhibition curve with a large enough effect in the main read-out, with a control signal flat, not every such curve was filed as active; inconclusive means small, poorly fitted or top-dose-only effect, or effect the other way, or a change in a side signal; inactive means no such curve, though single readings can be large or run the other way; further: potency means the concentration at half of the fitted maximal effect; % of control where 0% means no effect
# Target sequence (Q99816 whole entry, looked up): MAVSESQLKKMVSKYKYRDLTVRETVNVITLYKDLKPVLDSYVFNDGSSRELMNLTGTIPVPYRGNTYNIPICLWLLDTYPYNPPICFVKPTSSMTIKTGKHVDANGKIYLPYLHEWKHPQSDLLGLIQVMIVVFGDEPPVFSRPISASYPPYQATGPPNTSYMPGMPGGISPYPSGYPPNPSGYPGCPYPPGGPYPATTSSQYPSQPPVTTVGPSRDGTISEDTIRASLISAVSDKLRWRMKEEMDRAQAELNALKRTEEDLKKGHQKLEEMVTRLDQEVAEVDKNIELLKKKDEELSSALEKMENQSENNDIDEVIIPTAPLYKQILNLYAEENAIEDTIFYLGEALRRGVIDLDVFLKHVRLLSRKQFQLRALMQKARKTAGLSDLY
#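 Fluorescence anisotropy tracks displacement of a FITC-tagged PTAP peptide (50 nM) from the Tsg101 binding domain (10 uM), following a 20 min room-temperature incubation at pH 7.5.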
# a7 integrin act: activators of alpha7 integrin expression for muscular dystrophy | alpha7betagal myoblasts, beta-gal FDG fluorescence, 48 h | Potency, µM (series often up to 38.3 µM), without a hit: top-dose activation, most hits filed as activators | actives 0.064% (n = 350,000) | AID 624291;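 further: potency means the concentration at half of the fitted maximal effect; 100% = response of the positive control SU9516; nearly all actives have a fitted effect of over 60% in size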
#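 Alpha7betagal+/- myoblasts (passage 13) were plated 16-24 hr, then exposed to compounds (1:260 dilution of DMSO stock) for 48 hours at 37C. After MPER lysis, β-galactosidase reporter activity was read as FDG fluorescence (ex 480/em 540) after 30 minutes.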
# A-T KAP1 phos: potential ataxia-telangiectasia treatments restoring KAP-1 phosphorylation; […] A-T fibroblasts, KAP-1 phosphorylation AlphaLISA; neocarzinostatin DNA damage 30 min before lysis; Potency, µM (doses to about 57.5 µM), without a hit: at the highest dose activation, actives largely listed as activators; actives 0.19% (n = 320,000); AID 485349; further: potency means the concentration at half of the fitted maximal effect; % of control where 0% means no effect; nearly all actives have a fitted effect of over 45% in size
#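 ATM-like activity read as KAP-1 phosphorylation via AlphaLISA donor/acceptor antibody pairs after lysis and 6 hr at 25C. Cells were ATM-null patient fibroblasts ([…], hTERT), dosed 60 min, then exposed to the DSB inducer NCS for 30 min.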
# Menin-MLL TR inh: menin-MLL binding inhibition, Texas Red mutant peptide | O00255 | Potency, µM (doses to about 61.6 µM), for inactives: at the top dose FP activity change, negative = inhibition, hits mostly inhibitors | actives 0.23% (n = 270,000) | Menin + Texas Red MLL mutant peptide, fluorescence polarization; active means well fitted inhibition curve with a large enough effect in the polarisation, with a control signal flat, not every such curve was filed as active; inconclusive means small, poorly fitted or top-dose-only effect, or effect the other way, or a change in a side signal; inactive means no such curve, though single readings can be large or run the other way; the % refers to the polarisation; further: potency means the concentration at half of the fitted maximal effect; % of control where 0% means no effect; many of its hits are not listed in these tables
# Target sequence (O00255 whole entry, looked up): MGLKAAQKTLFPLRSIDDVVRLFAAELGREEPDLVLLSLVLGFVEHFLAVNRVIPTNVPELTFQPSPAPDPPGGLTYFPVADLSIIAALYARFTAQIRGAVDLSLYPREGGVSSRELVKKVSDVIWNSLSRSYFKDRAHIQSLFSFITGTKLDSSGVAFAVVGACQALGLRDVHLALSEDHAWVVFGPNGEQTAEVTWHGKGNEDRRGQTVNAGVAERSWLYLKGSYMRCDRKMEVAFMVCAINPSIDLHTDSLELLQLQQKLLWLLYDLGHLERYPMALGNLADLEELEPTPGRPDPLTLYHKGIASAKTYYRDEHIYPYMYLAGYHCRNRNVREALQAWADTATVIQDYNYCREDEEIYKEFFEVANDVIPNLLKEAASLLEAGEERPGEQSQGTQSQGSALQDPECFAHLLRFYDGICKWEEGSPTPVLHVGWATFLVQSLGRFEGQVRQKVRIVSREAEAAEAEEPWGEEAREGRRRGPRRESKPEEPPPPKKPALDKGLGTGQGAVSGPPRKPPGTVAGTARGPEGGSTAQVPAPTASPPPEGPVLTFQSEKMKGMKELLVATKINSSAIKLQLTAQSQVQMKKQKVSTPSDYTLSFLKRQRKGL
# TSHR antag: antagonists of human thyroid stimulating hormone receptor; actives 0.2% (n = 330,000); TSHR-expressing cells, TSH-stimulated cAMP HTRF, 2 h; stronger effect = lower value; P16473; activity change, negative = inhibition, % at 11.5 µM; AID 504810;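 active means activity change below a set negative limit, meaning inhibition stronger than a set level, cut at about -70% in these data; inconclusive means activity change between two set negative limits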; further: on the % scale 0 is the no-effect control and ±100 the full control effect
#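 Cell-based HTRF cAMP assay; TSHR cells + compound, TSH EC80 (4nM final), 2 h, 37 deg C. Lysis with anti-cAMP cryptate and cAMP-d2, 30 min RT, read 665/620 nm.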
# MBNL1-CUG inh: blocks human MBNL1 binding to CUG repeat RNA. TR-FRET MBNL1-His/biotin-(CUG)12 binding, 665/545 ratio. actives 0.036% (n = 280,000). AID 2675. Q9NR56. Potency, µM (highest dose often 57.5 µM), without a hit: top-dose activity change, negative = inhibition, hits mostly inhibitors; active means well fitted inhibition curve with a large enough effect in the signal ratio, with a control signal flat, not every such curve was filed as active; inconclusive means small, poorly fitted or top-dose-only effect, or effect the other way, or a change in a side signal; inactive means no such curve, though single readings can be large or run the other way; the % refers to the signal ratio; further: potency means the concentration at half of the fitted maximal effect; on the % scale 0 is the no-effect control and ±100 the full control effect
#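 Inhibition of protein-RNA binding appears as loss of TR-FRET between terbium anti-His antibody on MBNL1-His and streptavidin-XL665 on biotin-(CUG)12. Activity is normalized to buffer-only and uninhibited-complex controls.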
# MLL CXXC-DNA inh: MLL CXXC-DNA interaction inhibition; actives 0.037% (n = 290,000); MLL-CXXC / FITC-HOXA9 DNA fluorescence polarization; AID 2662; Q03164; Potency, µM (titrated, usually from 115 µM), without a hit: at the highest dose activity change, negative = inhibition, hits mostly inhibitors; active means well fitted inhibition curve with a large enough effect in the polarisation, with a control signal flat, not every such curve was filed as active; inconclusive means small, poorly fitted or top-dose-only effect, or effect the other way, or a change in a side signal; inactive means no such curve, though single readings can be large or run the other way; the % refers to the polarisation; further: potency means the concentration at half of the fitted maximal effect
#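 Fluorescence polarization: 7 uM MLL-CXXC (stock) preincubated 5 min with compounds, then 50 nM fluorescein-HOX-A9 DNA (stock) added; 30 min ambient. Buffer 50 mM Tris-HCl pH 7.5, 50 mM NaCl, 1 mM DTT, 0.05% BSA.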
# * hit, by the source's call; ? = inconclusive; . = no result given; [ ] = another dose, or the depositor's remark. Unless noted, the call rests on the fitted dose curve; in most records, active means well fitted curve in the direction sought with a large enough effect; inconclusive means small, poorly fitted or top-dose-only effect, or another doubt; inactive means no such curve, though single readings can be large; an effect the other way counts as inactive or inconclusive. This is a subset. The share of hits here may be higher or lower than overall.
No.	mol	ASM inhibitor	Mito fusion yeast	TCR activator	PTAP TSG101 blk	a7 integrin act
1	CC(=O)Nc1ccc(OCCOc2ccc([N+](=O)[O-])cc2)cc1	-2%	-5%	-6%	-4%	9%
2	CN(C)CCCN(C(=O)c1cccs1)c1nc2cc3c(cc2s1)OCO3	-1%	-7%	4%	0%	1%
3	COc1ccc(C(=O)NC2CCSC2=O)cc1 (stereo not drawn)	2%	1%	0%[46.1 µM]	-5%	?
4	CCOC1OC(=O)C(Cl)=C1Nc1ccccc1C (stereo not drawn)	10%	1%	1%[46.1 µM]	1%	18%
5	CC(Sc1cccc[n+]1[O-])C(=O)Nc1cc(Cl)c(Cl)cc1Cl (stereo not drawn)	3%	.	-7%[46.1 µM]	-3%	3%
6	Cc1cc(C(=O)NC2CCCCC2)c2cc(F)ccc2n1	-1%	2%	3%	-6%	23%
7	Cc1ccc(NC(=O)CC2=NC(=O)C(CC(=O)Nc3ccccc3C)S2)cc1 (stereo not drawn)	-5%	2%	2%	1%	-17%
8	COc1ccc(NC(=S)Nc2ccc(Oc3ccccc3)cc2)cc1	-5%	-9%	1%	-2%	-10%
9	O=C(CCCN1C(=O)c2ccccc2C1=O)NCCCN1CCOCC1	0%	-13%	6%	1%	-10%
10	COc1ccc(C(=O)Nc2nc3ccccc3s2)cc1OC	-1%	18%	-9%	-2%	-12%
11	NNC(=O)c1cc(C23CC4CC(CC(C4)C2)C3)nc2ccccc12	-1%	-4%	.	0%	?
12	Cc1cccc(C)c1NC(=O)CN(C)C(=O)C1=COCCO1	5%	-5%	0%	-1%	-23%
13	Cc1ccccc1-n1c(=O)c2ccccc2n2nnnc12	3%	1%	2%	-1%	-15%
14	COc1ccc(C2C3=C(NCCN=C3c3ccccc3)C(=O)N2c2ccccc2)c(OC)c1 (stereo not drawn)	0%	-5%	.	-1%	-4%
15	Cc1ccccc1NC(=O)c1cccc(OCc2c(C)noc2C)c1	2%	9%	-1%	-4%	33%

No.	A-T KAP1 phos	Menin-MLL TR inh	TSHR antag	MBNL1-CUG inh	MLL CXXC-DNA inh
1	0%	14%	13	?	1%
2	0%	11%	-7	-4%	3%
3	2%	-3%	-5	1%	0%
4	-2%	-5%	9	-21%	1%
5	3%	.	-7	.	.
6	?	-9%	-6	-4%	3%
7	-4%	35%[activator]	-8	-4%	9%
8	2%	?	8	-1%	49%[activator]
9	7%	81%[activator]	-7	13%	-9%
10	12%	9%	-11	5%	-5%
11	0%	15%	-11	11%	-7%
12	-3%	.	3	.	.
13	-5%	5%	-8	11%	2%
14	4%	-14%	16	?	15%
15	.	7%	-6	-4%	0%

# The results go on:
No.	mol	ASM inhibitor	Mito fusion yeast	TCR activator	PTAP TSG101 blk	a7 integrin act
16	O=C(COc1ccc(F)cc1Cl)NC1CCCCCC1	-2%	10%	8%	-6%	0%
17	CCC(=O)c1ccc(OCC(=O)O)c(OC)c1	0%	0%	-4%	-3%	-7%
18	CCC(=O)Nc1ccc(Cl)c(NC(=O)c2cccnc2)c1	-1%	2%	-12%	-8%	?
19	C=CCN1CCN(C(=O)c2cc3c(s2)CCC(CC)C3)CC1 (stereo not drawn)	-1%	-1%	-3%	-15%	39%
20	Cc1nc(NC(=O)c2cncc(Br)c2)ccc1Br	5%	4%	.	1%	-33%
21	COc1cc(NC(=O)NC(C)(C(F)(F)F)C(F)(F)F)cc(OC)c1OC	3%	-1%	-8%	-6%	6%
22	CC(C)c1ccc(OC(=O)NCCO)cc1	0%	-2%	15%	-8%	17%
23	Cc1ccc(-n2c(SCC(=O)Nc3ccc4c5c(cccc35)CC4)nc(O)c(C)c2=O)cc1	-7%	2%	3%[46.1 µM]	-2%	-13%
24	COc1ccc(-n2nc(C(=O)NCC(=O)N(C)Cc3ccccc3)c3ccccc3c2=O)cc1OC	-2%	18%	7%	-16%	0%
25	COC(CNC(=O)c1ccc(CS(=O)(=O)c2ccccc2)o1)OC	-3%	-1%	-2%	-1%	-23%
26	Cc1cccc(NC(=O)c2c(O)c3ccccc3n(C)c2=O)c1	-2%	0%	2%	-1%	0%
27	Cc1cccc(OCCCC(=O)Nc2nccs2)c1C	-2%	-5%	-3%	-2%	10%
28	O=C(CNC(=O)Cc1ccccc1)NCc1cccs1	1%	10%	6%	-1%	-21%
29	CCC(=O)N1CCc2cc(S(=O)(=O)CCC(=O)Nc3ccc(OC)c(OC)c3)ccc21	4%	21%	-10%	-9%	9%
30	CN1C(C(=O)NCc2cccc(C(F)(F)F)c2)CC2Cn3c(nc4cc5ccccc5cc43)C21 (stereo not drawn)	0%	-13%	-5%	-4%	-13%

No.	A-T KAP1 phos	Menin-MLL TR inh	TSHR antag	MBNL1-CUG inh	MLL CXXC-DNA inh
16	-8%	.	-34	.	.
17	8%	?	17	-5%	5%
18	-15%	0%	12	-8%	7%
19	3%	?	30	-5%	11%
20	4%	3%	-2	1%	32%[activator]
21	-2%	4%	7	-3%	1%
22	3%	-11%	-2	-2%	6%
23	-4%	-1%	2	7%	18%
24	3%	-10%	-25	?	30%
25	-3%	-1%	-6	-4%	8%
26	4%	?	11	?	5%
27	16%	.	-16	11%	25%
28	16%	.	26	.	.
29	6%	7%	-1	-9%	-7%
30	3%	.	-2	9%	2%

# The list continues:
No.	mol	ASM inhibitor	Mito fusion yeast	TCR activator	PTAP TSG101 blk	a7 integrin act
31	COc1ccc(C)cc1S(=O)(=O)N(CC(=O)Nc1cccc([N+](=O)[O-])c1)c1ccccc1	-6%	-1%	6%	-6%	-33%
32	Cc1cccc(N(CC(N)=O)C2SC(=O)N(c3ccccc3)C2=O)c1 (stereo not drawn)	1%	-5%	3%	-3%	-1%
33	Cc1cnc(C(=O)OCC(=O)Nc2cc(-c3ccccc3)nn2-c2ccccc2)cn1	0%	0%	3%	-5%	11%
34	COc1ccc(CC(=O)Nc2cc3oc4ccccc4c3cc2OC)cc1	-6%	?	6%[46.1 µM]	-4%	-20%
35	COc1ccc(OC)c(NC(=O)COc2ccc(S(=O)(=O)N3CCCC3)cc2)c1	-2%	-5%	-3%	1%	-16%
36	CCOC(=O)C(=O)Nc1ccc(OC)c(Cl)c1	1%	0%	3%	-1%	30%
37	COc1ccc(C2=NN(C(=O)CN3CCCCC3)C(c3ccc(OC)cc3)C2)cc1 (stereo not drawn)	0%	0%	4%	-1%	19%
38	Cc1cc(C2CCCCC2)n(O)c(=O)c1	-7%	20%	-10%	-2%	.
39	COc1cc(CNCCNCC(C)O)ccc1OCc1ccc(Cl)nc1 (stereo not drawn)	0%	-3%	1%[46.1 µM]	-1%	-10%
40	N=C1C(c2nc3ccccc3s2)=C(O)CN1NC(=O)c1ccco1	-2%	1%	9%	-1%	?
41	Cc1cc(/C=C2\NC(=O)NC2=O)c(C)n1-c1cccnc1	4%	-6%	7%	-3%	-14%

No.	A-T KAP1 phos	Menin-MLL TR inh	TSHR antag	MBNL1-CUG inh	MLL CXXC-DNA inh
31	0%	?	-7	.	-6%
32	-4%	16%	5	?	0%
33	-3%	.	-2	.	.
34	3%	17%	-15	-7%	5%
35	1%	14%	1	3%	0%
36	3%	24%	-1	-14%	-3%
37	4%	.	2	9%	-1%
38	-16%	-6%	-3	.	5%[51.4 µM]
39	23%	2%	0	-1%	1%
40	-4%	.	4	.	-9%
41	-3%	.	-11	20%	-2%

# Quoted at random: 3 entries already listed, in no set order.
No.	mol	ASM inhibitor	Mito fusion yeast	TCR activator	PTAP TSG101 blk	a7 integrin act
31	COc1ccc(C)cc1S(=O)(=O)N(CC(=O)Nc1cccc([N+](=O)[O-])c1)c1ccccc1	-6%	-1%	6%	-6%	-33%
41	Cc1cc(/C=C2\NC(=O)NC2=O)c(C)n1-c1cccnc1	4%	-6%	7%	-3%	-14%
37	COc1ccc(C2=NN(C(=O)CN3CCCCC3)C(c3ccc(OC)cc3)C2)cc1 (stereo not drawn)	0%	0%	4%	-1%	19%

No.	A-T KAP1 phos	Menin-MLL TR inh	TSHR antag	MBNL1-CUG inh	MLL CXXC-DNA inh
31	0%	?	-7	.	-6%
41	-3%	.	-11	20%	-2%
37	4%	.	2	9%	-1%

# Screens: PubChem BioAssay, National Center for Advancing Translational Sciences (NCATS)
